Screening results as filed in PubChem.
yeast mec2-1 = NCI yeast anticancer drug screen, S. cerevisiae mec2-1 strain | growth inhibition, % at 50 µM | hit rate 9% among 79,000 | AID 157;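 also: 0% = growth of vehicle-only cultures of the same strain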
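Test agents were screened against the mec2-1 yeast strain, with defined DNA repair or cell cycle alteration. Growth was scored as inhibition against vehicle-only controls.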
rad50 = NCI yeast anticancer drug screen, S. cerevisiae rad50 strain | % growth inhibition at 50 µM | hit rate 10% among 79,000 | AID 155;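 also: 0% = growth of vehicle-only cultures of the same strain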
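Compounds were tested on a yeast strain with an engineered DNA damage repair alteration; the reported value is growth inhibition normalised to vehicle treatment.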
bub3 = NCI yeast anticancer drug screen, S. cerevisiae bub3 mutant strain | hit rate 9.9% among 78,000 | growth inhibition, % at 50 µM;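 also: 0% = growth of vehicle-only cultures of the same strain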
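Compounds were applied to a genetically altered yeast strain carrying a cell-cycle control defect. Growth inhibition was scored against vehicle-treated controls.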
sgs1 mgt1 = NCI yeast anticancer drug screen, S. cerevisiae sgs1 mgt1 strain; % growth inhibition at 50 µM; AID 161; hit rate 10% among 78,000;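 also: 0% = growth of vehicle-only cultures of the same strain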
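Mutant yeast exposed to compound; growth scored against vehicle-only wells.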
mlh1 rad18 = NCI yeast anticancer drug screen, S. cerevisiae mlh1 rad18 strain | growth inhibition, % at 50 µM | hit rate 11% among 79,000;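 also: 0% = growth of vehicle-only cultures of the same strain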
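Vehicle-treated cultures served as the reference for growth inhibition in a yeast strain carrying DNA damage repair alterations exposed to each compound.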
cln2 rad14 = NCI yeast anticancer drug screen, S. cerevisiae cln2 rad14 strain; growth inhibition, % at 50 µM; hit rate 8.3% among 78,000; AID 165;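 also: 0% = growth of vehicle-only cultures of the same strain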
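Each compound was tested on cln2 rad14 yeast. Inhibition of growth was calculated against vehicle-exposed controls.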
Numbers without * were called inactive; x = not tested or not shown; & = joins results of further samples. Rule as the data show it: active = growth inhibition above about 70%; inactive = the rest.

Results follow in this order: yeast mec2-1, rad50, bub3, sgs1 mgt1, mlh1 rad18, cln2 rad14
1) CCN1C(=O)C=CC1=O
  14&-3, -20&3, -26&9, -8&12, -15&4, -30&7
2) NC(CC1C(=O)Nc2ccccc21)C(=O)O (stereo not drawn)
  -15, -32, -1, -11, -9, -61
3) C=C1CC2(c3ccccc3)C(=O)C1(c1ccccc1)C(c1ccccc1)=C2c1ccccc1 (stereo not drawn)
  7, 29, 3, 14, 16, 13
4) COc1cc(C2c3cc4c(cc3OC(N3CCCCC3)C2C)OCO4)cc(OC)c1O (stereo not drawn)
  -14, 1, -18, -14, -9, 7
5) N#CC1=C(N)N(c2ccccc2)C(c2ccco2)C1(C#N)C#N (stereo not drawn)
  13, 5, -14, 10, 6, 3
6) COC(=O)c1ccccc1C(=O)c1cc(OC)c2c(c1OC)CCCC2
  94*, 91*, 77*, 75*, 83*, 48
7) CCCCCCC(=O)Nc1ccc(OC(=O)CCCCCC)c(=O)cc1
  99*, 99*, 99*, 99*, 98*, 98*
8) CCOC1=NC(C(F)(F)F)(C(F)(F)F)N=C(N2CCOCC2)O1
  -31, -21, -23, -26, -58, -16
9) COc1ccc(C(=O)c2ccccc2)c(OC(=O)Nc2c(Cl)cccc2Cl)c1
  -24, -4, 0, 10, 23, 1
10) CC1CC(C#N)=C(NC#N)NC1=O (stereo not drawn)
  12, 0, -1, 19, 9, 6
11) CCOC(=O)C1CCC(C(=O)OCC)N1c1ccc(C=O)cc1 (stereo not drawn)
  -18, 16, x, x, -3, x
12) O=c1[nH]nc(S(=O)(=O)c2ccccc2)c(=O)[nH]1
  -6, 13, 9, -2, -3, -11
13) Cc1cc(-c2cscn2)c(O)c([N+](=O)[O-])c1
  4, 3, 2, 27, 8, 12
14) CC(O)CCC(C)O (stereo not drawn)
  -24, -19, 2, -4, 10, -5
15) O=C1C2=C(OCCO2)C(=O)C2=C1OCO2
  18, 12, 12, 28, 4, 8
16) O=C(O)c1c(CC(Cc2ccc3c(c2)CCC3)C(=O)O)ccc2c1CCC2 (stereo not drawn)
  13, -1, -3, 8, 17, 0
17) O=C(OCCCl)C1OC(n2cc(F)c(=O)[nH]c2=O)CC1O (stereo not drawn)
  3, 23, 3, 2, -3, 9
18) CCOC(=O)C(=N\Nc1ccccc1)/C(C)=N\NC(N)=S
  -7, 13, 4, -12, 2, 9
19) CCOc1ccc(C(C[N+](=O)[O-])Sc2ccccc2N)cc1 (stereo not drawn)
  92*, 74*, 92*, 93*, 87*, 84*
20) CCOc1c(N=Nc2ccccc2[N+](=O)[O-])c(C)nn1C(N)=S
  -6, -6, -21, 24, 17, -27
21) O=[N+]([O-])c1ccc(-n2nnc3ccccc32)nc1
  -5, -4, 8, -7, -10, -17
22) COC(=O)Nc1cn2ccc(Sc3ccccc3)cc2n1
  12, -7, -9, -10, 10, -13
23) O=C(CNC(=O)Nc1ccc(NC(=O)NCC(=O)Nc2ccc(C3=NCCN3)cc2)cc1)Nc1ccc(C2=NCCN2)cc1
  88*, 98*, 96*, 99*, 95*, 31
24) O=[N+]([O-])c1nccn1COCCBr
  19, 3, 2, -2, 50, -5
25) Cc1cccc(C)[n+]1CC(=O)c1ccc(F)cc1
  -10, -7, 15, -10, 6, -28
26) Cc1ccc(C)c(NC(=O)CC2C(=O)Nc3ccccc3S2(=O)=O)c1 (stereo not drawn)
  -37, -4, -2, 5, -12, 12
27) CCOC(=O)C(NC(=O)Nc1ccccc1)(Nc1cccc(Cl)c1)C(F)(F)F (stereo not drawn)
  12, 19, 18, -5, 10, 5
28) Nc1nc(N)nc(-c2cc(Br)ccc2N)n1
  0, 52, 30, 12, 8, 19
29) C(#Cc1c2ccccc2c(C#Cc2ccccc2)c2c(-c3ccccc3)cccc12)c1ccccc1
  13, -11, 46, -4, 24, 4
30) CC12CCC(=O)C=C1CCC1C2CCC2(C)C(C(=O)Cn3cnc4c(=S)nc[nH]c43)CCC12 (stereo not drawn)
  25, 32, -5, 38, -5, 15

Carrying on.
Results follow in this order: yeast mec2-1, rad50, bub3, sgs1 mgt1, mlh1 rad18, cln2 rad14
31) N#C/C(=C\c1cccc(C#N)c1)C(=O)O
  6, -34, -31, -42, -17, -6
32) O=c1cc(-c2ccccc2)oc2c1ccc1ccccc12
  34, 11, 52, 22, 39, -90
33) C[C@H]1CN[C@@H](C)CN1
  -10, -4, -20, -28, -9, 18
34) CC1=CCC(C(C)(C)OCCCO)CC1 (stereo not drawn)
  14, 16, 4, -18, 22, 11
35) N#CC1(C#N)C(c2ccccc2)C1(C#N)C(N)=O (stereo not drawn)
  11, -13, -7, -23, -28, -21
36) CC1(C(=O)O)C(=O)Oc2c1c1ccccc1c1ccccc21 (stereo not drawn)
  11, 15, 16, 1, 28, 11
37) CC(=O)OCC1OC(Sc2nc(-c3ccc(C)cc3)c(C#N)c(=O)n2C2OC(COC(C)=O)C(OC(C)=O)C(OC(C)=O)C2OC(C)=O)C(OC(C)=O)C(OC(C)=O)C1OC(C)=O (stereo not drawn)
  -9&8, -9&5, 20&7, 21&-3, -35&-8, 10&-32
38) Cc1ccc2c(c1)CCCc1c-2nn(-c2ccccc2)c1-c1ccc(Cl)cc1
  4, 11, 5, 10, 13, 9
39) Nc1ccc(S(=O)(=O)Nc2ncc(C(=O)O)s2)cc1
  4, -18, 11, -2, 18, -10
40) CN(C)C(=O)NNC(=O)N(C)C
  20, 2, 7, 13, -1, -22
41) COC1=CC(=O)C(O)=C/C1=C\C=C\c1ccccc1
  97*, 95*, 97*, 97*, 97*, 95*
42) Cc1ccc(S(=O)(=O)ON2C(=O)c3cccc4cc([N+](=O)[O-])cc(c34)C2=O)cc1
  45, 35, -12, 39, 9, 17
43) NC(=O)NNc1nc2ccccc2c(=O)n1NC(=O)C(=O)Nc1ccc(Cl)cc1Cl
  27, 11, -14, -1, 22, -49
44) N#CC12CCC(CC1)CC2Cl (stereo not drawn)
  8, -16, 2, 1, -13, 4
45) Cc1cc(C)c(C(=O)c2ccccc2C(=O)O)c(C)c1
  11, 0, 24, 3, -12, -89
46) CCCC(=O)OC1CCCC1
  28, 28, 22, 20, 29, 24
47) Cc1ccc2c(c1)C1(SC(CC(=O)O)C(=O)N1c1ccc(Cl)cc1)C(=O)N2 (stereo not drawn)
  12, 2, -3, -7, 10, -4
48) CCCCCCC(=O)C(N)Cc1ccccc1 (stereo not drawn)
  -27, 0, -1, 4, 20, 8
49) CCC(=O)O[C@@H]1C[C@H](C)CC[C@H]1C(C)C
  -29, 10, 20, 22, -5, 26
50) Nc1nc(=O)n(CCCSc2ccc([N+](=O)[O-])cc2)cc1-c1ccc(Cl)c(Cl)c1
  -2, 7, -2, 0, 31, -26
51) CCCCCCC1OCC(CC)([N+](=O)[O-])CO1 (stereo not drawn)
  -10, -14, -24, 1, -13, -40
52) Clc1ccc([I+]c2cccs2)cc1
  99*, 98*, 98*, 9, 99*, 98*
53) CC(C)(C)C(NO)C(O)N1CCCCC1 (stereo not drawn)
  6, 20, -4, 17, 12, 50
54) c1ccc2nc3c(cc2c1)NCC3
  5, -2, -8, -14, -21, -23
55) Cc1ccc(S(=O)(=O)c2scc(-c3ccccc3)c2C)cc1
  -58, -47, -18, -31, -13, -9
56) CC(=O)OC1CN(c2ccc(Br)cc2)CC(OC(C)=O)CN(c2ccc(Br)cc2)C1 (stereo not drawn)
  10, 6, -6, -14, -13, -33
57) O=c1c2ccccc2[nH]c2ccc(Cl)cc12
  14, 48, -10, 25, 61, 22
58) O=C1Nc2ccccc2C1=Nc1ccc2[nH]c3ccccc3c2c1
  -3, 12, 2, 10, 29, -18
59) COC(=O)c1cc(C(=O)OC)c(C(=O)OC)cc1C(=O)OC
  -1, -1, 4, 16, 22, -38
60) O=C(NN=C1CCCCC1)NN=C1CCCCC1
  -11, -40, -7, -29, 0, -2

Next section
Results follow in this order: yeast mec2-1, rad50, bub3, sgs1 mgt1, mlh1 rad18, cln2 rad14
61) O=S(=O)(O)ON=C1c2ccccc2-c2ccccc21
  -11, 1, 7, 10, -14, 10
62) Cc1cc2cc3ccccc3cc2c(=O)[nH]1
  -22, -16, -32, 10, -3, -32
63) NC1OC(COC(=O)c2ccccc2)C(O)C(OC(=O)c2ccccc2)C1OC(=O)c1ccccc1 (stereo not drawn)
  97*, 97*, 94*, 98*, 96*, 95*
64) C=C1CC[C@](C)(O)[C@@]2(C)CC[C@H]3C(=C(C)C)C(=O)C[C@]3(C)C[C@H]12
  5, 12, 2, 10, 24, 18
65) Cc1coc(C)c1C(=S)Nc1ccc(Cl)c(C(=O)OC(C)C)c1
  82*, 84*, 83*, 85*, 82*, 82*
66) CCC(C)c1ccc(O)c(C(C)CC)c1 (stereo not drawn)
  30, 59, 69, 46, 59, 28
67) COc1cc(/C=N\NS(=O)(=O)c2ccc(N)cc2)ccc1O
  -18, 10, -25, 5, 17, 10
68) C=CCN1C(=O)CC(=O)N(NC2=NNC3(C(=O)N2)c2ccccc2-c2ccccc23)C1=S
  28, 32, 60, 39, 27, 16
69) COc1ccc(C(C(N)=O)N2CCCCC2)cc1 (stereo not drawn)
  -32, -38, x, x, -29, x
70) COC(=O)c1cccc(=O)o1
  0, 3, -1, -18, 2, -79
71) CC1=NN(C2=NS(=O)(=O)c3ccccc3N2C)C(=O)C1
  4, 33, -30, -30, -72, 3
72) CCOc1ccccc1NC(=S)NC(=O)c1cccc([N+](=O)[O-])c1
  29, -3, 44, 42, 36, -38

Sorted by heavy-atom count (lowest first): some entries from above.
Results follow in this order: yeast mec2-1, rad50, bub3, sgs1 mgt1, mlh1 rad18, cln2 rad14
70) COC(=O)c1cccc(=O)o1
  0, 3, -1, -18, 2, -79
54) c1ccc2nc3c(cc2c1)NCC3
  5, -2, -8, -14, -21, -23
66) CCC(C)c1ccc(O)c(C(C)CC)c1 (stereo not drawn)
  30, 59, 69, 46, 59, 28
57) O=c1c2ccccc2[nH]c2ccc(Cl)cc12
  14, 48, -10, 25, 61, 22
69) COc1ccc(C(C(N)=O)N2CCCCC2)cc1 (stereo not drawn)
  -32, -38, x, x, -29, x
61) O=S(=O)(O)ON=C1c2ccccc2-c2ccccc21
  -11, 1, 7, 10, -14, 10
71) CC1=NN(C2=NS(=O)(=O)c3ccccc3N2C)C(=O)C1
  4, 33, -30, -30, -72, 3
55) Cc1ccc(S(=O)(=O)c2scc(-c3ccccc3)c2C)cc1
  -58, -47, -18, -31, -13, -9
64) C=C1CC[C@](C)(O)[C@@]2(C)CC[C@H]3C(=C(C)C)C(=O)C[C@]3(C)C[C@H]12
  5, 12, 2, 10, 24, 18
72) CCOc1ccccc1NC(=S)NC(=O)c1cccc([N+](=O)[O-])c1
  29, -3, 44, 42, 36, -38
56) CC(=O)OC1CN(c2ccc(Br)cc2)CC(OC(C)=O)CN(c2ccc(Br)cc2)C1 (stereo not drawn)
  10, 6, -6, -14, -13, -33
68) C=CCN1C(=O)CC(=O)N(NC2=NNC3(C(=O)N2)c2ccccc2-c2ccccc23)C1=S
  28, 32, 60, 39, 27, 16
63) NC1OC(COC(=O)c2ccccc2)C(O)C(OC(=O)c2ccccc2)C1OC(=O)c1ccccc1 (stereo not drawn)
  97*, 97*, 94*, 98*, 96*, 95*
